Source: PubChem BioAssay (National Center for Advancing Translational Sciences (NCATS))
a7 integrin act: integrin-mediated muscular dystrophy alleviation activation; 0.064% of 350,000 active; alpha7betagal myoblasts, beta-gal FDG fluorescence, 48 h; Potency, µM (doses to about 38.3 µM), for the others: at the top dose activation, hits mostly activators; active means well fitted activation curve with a large enough effect;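 further: 100% = response of the positive control SU9516; nearly all actives have a fitted effect of over 60% in size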
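alpha7betagal+/- myoblasts (passage 13, 250/well) treated 48 h at 37C with compounds at 1:260 dilution of DMSO stock. Lysed, then beta-galactosidase activity read as FDG fluorescence (ex 480/em 540) after 30 min, with pre-read for autofluorescence.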
* hit, by the source's call; [ ] = remark or other dose. Potency means the concentration at half of the fitted maximal effect.

a7 integrin act | SMILES
-8% | COc1ccccc1CCNC(=O)CSCC(=O)Nc1ccccc1F
-15% | CC(C)CCOc1ccc(C(=O)Nc2cc(S(=O)(=O)N3CCOCC3)ccc2N2CCOCC2)cc1
23% | O=C(COC(=O)c1cccc(S(=O)(=O)N2CCCC2)c1)Nc1ccc(Cl)cc1
0% | CCCCNC(=O)c1cc2nc(-c3ccc(OC)cc3)cc(C(F)(F)F)n2n1
2% | CN1OC[C@@H]2CN[C@H](c3cccc(Oc4ccccc4)c3)C[C@@H]21
8% | COc1ccc(S(=O)(=O)N2CCOCC2)cc1NC(=O)Cc1ccc(F)cc1
-7% | O=C1OC(c2cccc3c(F)cccc23)c2ccccc21 (centres undefined)
-18% | ON=C1CCC2CCCCC2C1 (centres undefined)
-1% | O=C(OCc1cc(=O)n2ccsc2n1)C1(c2ccccc2)CC1
3% | O=C(OCc1cn([C@@H]2CN(Cc3cccs3)[C@@H](c3ccc(Cl)cc3)C[C@H]2O)nn1)c1ccccc1
8% | Cc1c(-c2ccccc2)n(O)[n+]([O-])c1-c1ccccc1
3% | CCOc1ccc(NC(=O)c2ccc3c(c2)N(C)CCS3)cc1
-11% | N#CC(CC(=O)OCc1ccccc1)NC(=O)OCc1ccccc1 (centres undefined)
11% | C[C@H]1CN([C@@H](C)CO)C(=O)CCCn2nncc2CO[C@H]1CN(C)S(=O)(=O)c1ccccc1F
8% | COc1cccc2ccc(CC(O)(c3ccccc3)c3ccccc3)nc12
-8% | O=C(Nc1c2c(nn1-c1ccccc1)CS(=O)(=O)C2)c1ccc(Br)o1
-23% | CN[C@H]1C[C@H]2c3cc(N4CCN(C)CC4)ccc3CCN2C(=O)[C@H]1[C@H](C)O
-8% | COc1ncnc2c1ncn2CCCNC1CCN(Cc2ccccc2)CC1
-1% | COC1=Nc2ccccc2/C=C\c2ccccc21
0% | CCOc1ccccc1NC(=O)COC(=O)COc1cccc2c1OC(C)(C)C2

The final two compounds of the part before lead into the next.
a7 integrin act | SMILES
-1% | COC1=Nc2ccccc2/C=C\c2ccccc21
0% | CCOc1ccccc1NC(=O)COC(=O)COc1cccc2c1OC(C)(C)C2
9% | c1ccc(Cn2ccnc2C2OCCO2)cc1
8% | CC(C)NC(=O)c1ccc(COc2cccc3ccccc23)o1
2% | Cc1ccc(C(=O)N(Cc2nnc(-c3ccccc3Cl)o2)C2CC2)o1
-10% | CC(OC(=O)C1=COCCO1)C(=O)NC1CCCC(C)C1C (centres undefined)
-11% | COc1ccc(OC)c(NC(=O)COC(=O)c2ccc(S(=O)(=O)N3CCCCC3)cc2)c1
6% | NS(=O)(=O)c1ccc(S(=O)(=O)N2CCCC(c3ccccc3)C2)cc1 (centres undefined)
-3% | Cc1ccc(S(=O)(=O)NN=Cc2ccco2)cc1
-1% | O=C(c1ccc([N+](=O)[O-])cc1Cl)N1CCN(Cc2ccccc2)CC1
21% | C[C@@H](CO)NC(=O)c1[nH]cnc1C(=O)Nc1ccc(CNC(=O)OC(C)(C)C)cc1
-67%[inhibitor] | CCOC(=O)CC(S(=O)(=O)c1ccccc1)S(=O)(=O)c1ccccc1
-5% | Cc1ccc(S(=O)(=O)N2C[C@H]3N(C(=O)OC(C)C)N(C(=O)OC(C)C)C[C@H](OC(=O)NCc4ccco4)[C@@]3(O)C2)cc1
-15% | COc1ccc(C=CC(=O)c2ccc3cc(OC)c(OC)cc3c2)cc1OC
4% | Cc1cccc(NC(=O)c2ncn3c2C(=O)N(C)CC3)c1
-33%[inhibitor] | COc1cc2ccnc(C=O)c2cc1OC
-4% | O=C(C[C@H]1C[C@@H]2c3cc(NS(=O)(=O)c4ccccc4)ccc3O[C@@H]2[C@H](CO)O1)NC1CCCC1
-10% | Cc1ccc2c(C)c(C(=O)NCC3CCOCC3)oc2c1C
3% | COc1ccc(CCC(=O)Nc2ccc(S(=O)(=O)NC3=NCCCCC3)cc2)cc1
0% | CCN(CCc1ccccc1)c1ccc2c(c1)C1CC2CCN1Cc1ccccc1 (centres undefined)
1% | COc1cccc(S(=O)(=O)N(C)C[C@H]2OCc3cnnn3CCCC(=O)N([C@@H](C)CO)C[C@@H]2C)c1
4% | CC(C)CC#Cc1ccc2c(c1)O[C@H](CN(C)C(=O)Cc1ccncc1)[C@H](C)CN([C@H](C)CO)S2(=O)=O
19% | O=C(Nc1ccc(Cl)cc1)c1nc[nH]c1C(=O)Nc1ccccc1F
-15% | CCCC(=O)Nc1nnc(SCC(=O)Nc2ccc(OCC)cc2)s1
13% | O=S(CC(O)c1ccccc1)c1ccccc1 (centres undefined)
-20% | O=C(NC1CC1)c1cccc2c1C(=O)c1ccc(N3CCC(N4CCCCC4)CC3)cc1S2(=O)=O
-21% | C[C@@H]1CN([C@@H](C)CO)S(=O)(=O)c2ccc(Br)cc2O[C@H]1CN(C)C(=O)C1CCC1
-15% | COc1ccc(OC)c(NS(=O)(=O)c2ccc(-n3cccn3)cc2)c1
2% | Cc1ccc(S(=O)(=O)N2CCCC(C(=O)NCCc3ccc(Cl)cc3)C2)cc1 (centres undefined)
-10% | COCOCCn1cc(CN2CCS(=O)(=O)N(Cc3ccc(-c4ccc(C)cc4)cc3)C(C)C2=O)nn1 (centres undefined)
1% | CCN(CC)CCN(Cc1cc2cc3c(cc2[nH]c1=O)OCCO3)C(=S)NCCOC
-20% | Cc1ccccc1NC(=O)CN1CCCC1
11% | CN(Cc1ccc(Cl)cc1Cl)C(=O)C1CC(=O)N(Cc2ccco2)C1 (centres undefined)
-10% | CC1(C)CC(=O)C=C(c2ccc(-c3ccc4[nH]ccc4c3)cc2)C1=O
-51%[inhibitor] | COc1ccc([C@H]2C[C@@H](O)[C@H](n3cc(COC(=O)c4ccccc4)nn3)CN2CC2CCCCC2)cc1
-5% | COc1ccc(S(=O)(=O)N2C[C@H]3CON(C)[C@H]3C[C@H]2c2ccc(-c3cc4ccccc4o3)cc2)cc1
15% | S=C1SCN(Cc2ccccc2)CN1Cc1ccco1
-5% | C[C@H](CO)N1C[C@H](C)[C@H](CN(C)Cc2cccc(O)c2)OCc2ccccc2-c2c(n(C)c3ccccc23)C1=O
22% | C[C@@H]1CN([C@@H](C)CO)C(=O)CCCn2nncc2CO[C@@H]1CN(C)C(=O)Nc1ccc(N2CCCCC2)cc1
1% | COc1ccccc1-c1ccc2c(c1)O[C@@H](CN(C)C(=O)Nc1cccc(F)c1)[C@H](C)CN([C@H](C)CO)S2(=O)=O
4% | O=C(CCNC(=O)c1ccccc1Cl)Nc1ccc2c(c1)OCCO2
-17% | N#CC1=C2CCCCC2(O)NC1=O (centres undefined)
-5% | C[C@@H]1CN([C@H](C)CO)C(=O)CCCn2cc(nn2)CO[C@H]1CN(C)S(=O)(=O)c1cccc(F)c1
-19% | Nc1ccn([C@@H]2O[C@H](CNCC3=CCOc4ccc(O)cc43)[C@@H](O)[C@H]2O)c(=O)n1
5% | CC1(c2cccc(N)c2)OCCO1
-9% | N#Cc1cc2cc3c(cc2nc1Cl)OCCO3
9% | CC1C(=O)N(Cc2cn(Cc3ccco3)nn2)CCS(=O)(=O)N1Cc1ccc(-c2ccc(F)cc2)cc1 (centres undefined)
8% | COCCNC(=O)c1ccc(N2CC3CC(C2)c2cccc(=O)n2C3)c(NC(=O)c2ccccc2Cl)c1 (centres undefined)
20% | COc1ccc(OC)c(C(=O)CSc2nnc(C3CC3)n2C2CC2)c1
-11% | O=C(COC(=O)Cc1c[nH]c2ccccc12)Nc1cccc(Br)c1
7% | CC1CCN(C(=O)c2ncn3c2c(=O)[nH]c2ccc(Br)cc23)CC1
-12% | O=C(NCc1ccc(F)cc1)C1CCN(S(=O)(=O)c2ccc(N3CCCC3=O)cc2)CC1
5% | C[C@H]1Cn2cnc(C(=O)N[C@@H](Cc3c[nH]c4ccccc34)C(=O)OC(C)(C)C)c2C(=O)N1
-4% | C[C@@H]1CN([C@@H](C)CO)C(=O)CCCn2nncc2CO[C@H]1CN(C)Cc1cccnc1
9% | NC(c1ccncc1)c1ccc(Cl)cc1 (centres undefined)
-2% | COc1ccc(S(=O)(=O)N(C)C[C@@H]2Oc3cc(C#CC4CCCCC4)ccc3S(=O)(=O)N([C@@H](C)CO)C[C@@H]2C)cc1
-12% | CCC(C)c1ccc(O)c(NC(=S)NC(=O)c2cccs2)c1 (centres undefined)
-1% | CCCCN1C[C@H](C)[C@@H](CC(=O)Nc2ccc(OC)cc2)C1=O
-3% | CC1=C(C(=O)N2CCOCC2)CC(CC(=O)NC(c2ccccc2)c2ccccc2)C(=O)N1CCCN1CCCC1=O (centres undefined)
-17% | Cc1cc2oc(C(=O)NCC(c3ccco3)N3CCCC3)c(C)c2cc1C (centres undefined)
-3% | O=C(OCc1cn([C@H]2C[C@H](c3ccccc3)N(C(=O)c3cccs3)C[C@@H]2O)nn1)c1ccccc1
9% | Cc1cc2c3ccccc3[nH]c(=O)n2n1

Next part:
a7 integrin act | SMILES
9% | COc1ccc(-n2nnnc2CNC(=O)C2CC(=O)N(c3ccc(F)cc3)C2)cc1 (centres undefined)
-44% | COc1cccc(C#CC2=CC(=O)CC(C)(C)C2)c1
4% | C[C@H]1CN([C@@H](C)CO)C(=O)CCCn2cc(nn2)CO[C@@H]1CN(C)C(=O)Nc1ccnc(N2CCOCC2)c1
-31% | CCN1CCCC1CNC(=O)c1ccc2c(c1)NC(=O)/C(=C\c1ccccc1F)S2 (centres undefined)
0% | COc1ccc(-c2ccc(CN3C(C)C(=O)N(Cc4cn(CCC5OCCCO5)nn4)CCS3(=O)=O)cc2)cc1 (centres undefined)
-1% | Cc1ccc(S(=O)(=O)N2CCN(C(=O)c3cc(C4CC4)nn3-c3ccccc3)CC2)cc1
0% | COc1ccc2ccc(OC)c(/C=N/NC(=O)c3cc4ccccc4o3)c2c1
2% | Cc1ccc([C@H]2N[C@]3(CCCN(Cc4ccccc4)C3=O)[C@H]3C(=O)N(Cc4ccccc4)C(=O)[C@@H]23)cc1
-25% | CCN(CC)C(=O)C1=C(C)N(Cc2ccc(C(C)(C)C)cc2)C(=O)C(CC(=O)NC2CCCCC2)C1 (centres undefined)
-25% | COc1cccc(S(=O)(=O)N(C)C[C@@H]2Oc3cc(Br)ccc3S(=O)(=O)N([C@@H](C)CO)C[C@@H]2C)c1
14% | C[C@@H]1CN([C@H](C)CO)C(=O)CCCn2cc(nn2)CO[C@H]1CN(C)S(=O)(=O)c1ccc(-n2cccn2)cc1
6% | O=S1(=O)CCN(C2CCCCCCCCCCC2)CC1
4% | CCOC(=O)Nc1cc(OC)cc2ccc(C)nc12
0% | CN(CC(=O)Nc1cccc(Cl)c1)S(=O)(=O)/C=C/c1ccccc1
4% | Cc1ccc(S(=O)(=O)N2C[C@H]3C(=O)C[C@@H](c4cccc5ccccc45)N(S(=O)(=O)c4ccc(C)cc4)[C@H]3C[C@H]2c2ccc(Cl)cc2)cc1
5% | O=C(CSc1ccccc1)NC1CC1
-25% | Cc1cc(=O)oc2cc(OC(C)C(=O)N3CCOCC3)c(Cl)cc12 (centres undefined)
-9% | CC(C)(C)c1cc(CNC(=O)C2CCC(=O)N(Cc3ccccc3F)C2)[nH]n1 (centres undefined)
13% | C[C@H](CO)N1C[C@H](C)[C@H](CN(C)C(=O)Cc2cccnc2)Oc2ncc(Br)cc2C1=O
-17% | CC(CN1CC(=O)NC(=O)C1)N1CC(=O)NC(=O)C1 (centres undefined)
-15% | COc1ccccc1NS(=O)(=O)c1cc(N/C(=N/S(=O)(=O)c2ccccc2)c2ccc(F)cc2)ccc1Cl
21% | CCCN(C)C[C@H]1Oc2ncc(Br)cc2C(=O)N([C@@H](C)CO)C[C@@H]1C
-6% | Nc1ccn([C@@H]2O[C@H](CNS(=O)(=O)c3cc4ccccc4s3)[C@@H](O)[C@H]2O)c(=O)n1
4% | CC(=O)N1C[C@H]2CON(C)[C@H]2C[C@H]1c1cccc(-c2ccc(C#N)cc2)c1
-10% | C[C@@H]1CN([C@H](C)CO)C(=O)CCCn2nncc2CO[C@H]1CN(C)Cc1ccccc1C(F)(F)F

Sorted by length of the SMILES (rising): some entries from above
a7 integrin act | SMILES
5% | O=C(CSc1ccccc1)NC1CC1
4% | CCOC(=O)Nc1cc(OC)cc2ccc(C)nc12
-17% | CC(CN1CC(=O)NC(=O)C1)N1CC(=O)NC(=O)C1 (centres undefined)
-25% | Cc1cc(=O)oc2cc(OC(C)C(=O)N3CCOCC3)c(Cl)cc12 (centres undefined)
0% | CN(CC(=O)Nc1cccc(Cl)c1)S(=O)(=O)/C=C/c1ccccc1
0% | COc1ccc2ccc(OC)c(/C=N/NC(=O)c3cc4ccccc4o3)c2c1
-9% | CC(C)(C)c1cc(CNC(=O)C2CCC(=O)N(Cc3ccccc3F)C2)[nH]n1 (centres undefined)
21% | CCCN(C)C[C@H]1Oc2ncc(Br)cc2C(=O)N([C@@H](C)CO)C[C@@H]1C
4% | CC(=O)N1C[C@H]2CON(C)[C@H]2C[C@H]1c1cccc(-c2ccc(C#N)cc2)c1
13% | C[C@H](CO)N1C[C@H](C)[C@H](CN(C)C(=O)Cc2cccnc2)Oc2ncc(Br)cc2C1=O
-25% | CCN(CC)C(=O)C1=C(C)N(Cc2ccc(C(C)(C)C)cc2)C(=O)C(CC(=O)NC2CCCCC2)C1 (centres undefined)
-10% | C[C@@H]1CN([C@H](C)CO)C(=O)CCCn2nncc2CO[C@H]1CN(C)Cc1ccccc1C(F)(F)F
0% | COc1ccc(-c2ccc(CN3C(C)C(=O)N(Cc4cn(CCC5OCCCO5)nn4)CCS3(=O)=O)cc2)cc1 (centres undefined)
-6% | Nc1ccn([C@@H]2O[C@H](CNS(=O)(=O)c3cc4ccccc4s3)[C@@H](O)[C@H]2O)c(=O)n1
-25% | COc1cccc(S(=O)(=O)N(C)C[C@@H]2Oc3cc(Br)ccc3S(=O)(=O)N([C@@H](C)CO)C[C@@H]2C)c1
14% | C[C@@H]1CN([C@H](C)CO)C(=O)CCCn2cc(nn2)CO[C@H]1CN(C)S(=O)(=O)c1ccc(-n2cccn2)cc1
2% | Cc1ccc([C@H]2N[C@]3(CCCN(Cc4ccccc4)C3=O)[C@H]3C(=O)N(Cc4ccccc4)C(=O)[C@@H]23)cc1
4% | Cc1ccc(S(=O)(=O)N2C[C@H]3C(=O)C[C@@H](c4cccc5ccccc45)N(S(=O)(=O)c4ccc(C)cc4)[C@H]3C[C@H]2c2ccc(Cl)cc2)cc1

Only part of the results is shown; rates above refer to the full screens.
